D2 PAM: positive allosteric modulators of human D2 dopamine receptor | P14416 | HEK293 T-REx D2, calcium flux, EC20 dopamine potentiation | potentiation, % at 10 µM | actives 0.34% (n = 340,000) | AID 485347;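 active means potentiation over 3 SD above the plate norm, cut at about 30% in these data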; further: 0% is about no effect
Target sequence (P14416 whole entry, looked up): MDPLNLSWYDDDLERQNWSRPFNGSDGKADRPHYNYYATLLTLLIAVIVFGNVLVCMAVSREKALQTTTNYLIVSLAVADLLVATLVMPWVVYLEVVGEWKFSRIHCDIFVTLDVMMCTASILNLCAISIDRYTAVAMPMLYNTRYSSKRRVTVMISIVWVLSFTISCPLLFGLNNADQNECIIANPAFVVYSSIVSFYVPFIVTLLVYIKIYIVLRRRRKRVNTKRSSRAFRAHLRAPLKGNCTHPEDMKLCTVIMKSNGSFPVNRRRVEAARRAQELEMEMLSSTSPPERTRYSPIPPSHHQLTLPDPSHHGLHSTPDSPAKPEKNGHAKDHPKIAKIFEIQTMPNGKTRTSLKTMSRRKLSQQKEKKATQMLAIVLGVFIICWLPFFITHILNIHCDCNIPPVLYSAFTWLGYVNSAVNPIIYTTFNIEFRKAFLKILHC
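Cells plated with tetracycline inducer and held overnight at 30 C; calcium dye loaded 30–90 min at room temperature; baseline taken, compound added and read 180 s; EC20 dopamine then added and read 180 s.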
RXFP1 ag: agonists of human relaxin receptor RXFP1; Q9HBX9; HEK293T-RXFP1 cAMP TR-FRET, 30 min; response scale: percent of porcine relaxin response, buffer zero; Potency, µM (top dose mostly 57.5 µM), for the others: at the highest dose activation, actives largely listed as activators; actives 0.3% (n = 370,000); AID 2676; further: potency means the concentration at half of the fitted maximal effect; on the % scale 0 is the no-effect control and ±100 the full control effect; nearly all actives have a fitted effect of over 60% in size; many of its hits are not listed in these tables
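HEK293T cells stably expressing RXFP1 were pretreated with the PDE4 inhibitor Ro 20174, exposed to compounds for 30 min at 37C, lysed, and cAMP was read by TR-FRET. Data normalized to buffer (basal) and 29 nM porcine relaxin (100%).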
Vif-A3G inh: Vif-A3G binding inhibition; Q9HC16; AID 602310; HeLa A3G-eYFP + Vif (tagged APOBEC3G with the HIV-1 protein that degrades it), YFP fluorescence, overnight; actives 0.076% (n = 410,000); Potency, µM (doses to about 46.1 µM), for the others: at the top dose activity, negative = active, usual class: inhibitors;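 further: potency means the concentration at half of the fitted maximal effect; on the % scale 0 is the no-effect control and ±100 the full control effect; nearly all actives have a fitted effect of over 60% in size; hits raise eYFP signal because A3G escapes Vif-driven loss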
Target sequence (Q9HC16 whole entry, looked up): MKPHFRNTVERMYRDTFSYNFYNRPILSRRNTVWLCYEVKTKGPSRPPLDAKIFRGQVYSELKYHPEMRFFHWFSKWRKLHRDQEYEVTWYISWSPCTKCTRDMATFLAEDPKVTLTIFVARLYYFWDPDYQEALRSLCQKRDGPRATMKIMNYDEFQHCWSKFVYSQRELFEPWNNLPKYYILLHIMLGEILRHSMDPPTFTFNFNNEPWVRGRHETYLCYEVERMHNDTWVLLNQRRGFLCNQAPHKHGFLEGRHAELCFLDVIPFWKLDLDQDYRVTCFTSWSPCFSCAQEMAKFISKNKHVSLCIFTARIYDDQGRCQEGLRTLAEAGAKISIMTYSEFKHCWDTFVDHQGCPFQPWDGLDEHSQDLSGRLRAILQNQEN
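Read-out is eYFP fluorescence (Ex 488/Em 500-530) from Vif-expressing HeLa A3G-eYFP cells; more signal means A3G escaped Vif-mediated degradation. Cells plated overnight, compound pinned in, incubated overnight at 37 deg C.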
GRP78 ERSR act: inducers of ER stress response in human glioma cells | U87-MG GRP78 promoter luciferase reporter, 16 h | Potency, µM, without a hit: at the highest dose activation, hits mostly activators | actives 0.02% (n = 420,000) | AID 602332; further: potency means the concentration at half of the fitted maximal effect; series mostly up to about 76 µM; % of control where 0% means no effect; nearly all actives have a fitted effect of over 35% in size
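ERSR induction read as luciferase luminescence (Bright-Glo, 10 min at room temperature) in stably transfected human U87-MG glioma cells exposed to compounds for 16 h, using GRP78 as sensor.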
D1 agonist: activates the human D1 dopamine receptor; activation, % at 2 µM; AID 504660; P21728; HEK293 T-REx D1 cells, calcium flux, agonist mode; actives 1% (n = 360,000); in the data active means activation above about 30%; further: 0% is about no effect
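Inducible HEK293 T-REx D1 cells, force-coupled to calcium signalling, were plated at 4000 cells/well with tetracycline and held overnight at 30 C. After no-wash calcium dye loading, compound-evoked calcium rise over 180 s flagged agonists.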
RXFP1 antagonist: RXFP1 (human) relaxin receptor antagonism. Q9HBX9. HEK293-RXFP1, relaxin-stimulated cAMP HTRF, 30 min; hits give low values. activity change, negative = inhibition, % at 57.5 µM. actives 0.59% (n = 350,000);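 active means activity change of -60% or lower, but not beyond a set lower limit; inconclusive means change between -60% and -40%, or beyond the set limit; inactive means change above -40%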; further: on the % scale 0 is the no-effect control and ±100 the full control effect
Vif-A3F inh: blocks the Vif interaction with APOBEC3F | HeLa A3F-eYFP + Vif (tagged APOBEC3F with the HIV-1 protein that degrades it), YFP fluorescence increase | Potency, µM (doses to about 46.1 µM), without a hit: at the highest dose activity, negative = active | actives 0.2% (n = 390,000) | AID 602313; further: potency means the concentration at half of the fitted maximal effect; % of control where 0% means no effect; nearly all actives have a fitted effect of over 65% in size
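Fluorescence increase (Ex 488/Em 500-530) after overnight compound treatment at 37 deg C flags inhibition of Vif-driven A3F-eYFP loss in stable HeLa A3F-eYFP/Vif cells seeded overnight beforehand.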
D1 PAM: human D1 dopamine receptor positive modulation. P21728. HEK293 TREx D1 cells, calcium flux, dopamine EC20 potentiation. potentiation, % at 10 µM. actives 0.036% (n = 360,000). AID 504651; in the data active means potentiation above about 30%; further: 0% is about no effect
D1 antagonist: human D1 dopamine receptor antagonism; P21728; HEK293 TREx D1 cells, calcium flux, dopamine EC80; hits give low values; activity change, negative = inhibition, % at 10 µM; actives 3.2% (n = 360,000); AID 504652; in the data active means activity change below about -30%; further: on the % scale 0 is the no-effect control and ±100 the full control effect
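Compound effects on dopamine-evoked calcium signalling were measured in tetracycline-induced HEK293 Trex D1 cells. Dopamine at EC80 followed a 180 s compound pre-read, and fluorescence was tracked kinetically for 180 s more.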
Active calls of the source: *; ? = inconclusive; nt = not tested or not shown; & = joins results of further samples. Unless noted, the call rests on the fitted dose curve; in most records, active means well fitted curve in the direction sought with a large enough effect; inconclusive means small, poorly fitted or top-dose-only effect, or another doubt; inactive means no such curve, though single readings can be large; an effect the other way counts as inactive or inconclusive.

(1) CCCN(CC(=O)Nc1ccccc1C)C(=O)c1nn(CC)c(=O)c2ccccc12
(2) CCCCCN(C(=O)CCC(=O)OC(C)C(=O)Nc1cccc(C#N)c1)c1c(N)n(CCCC)c(=O)[nH]c1=O (configuration not stated)
(3) Cc1cccc2cc(CN(CC(C)C)S(=O)(=O)c3ccccc3)c(=O)[nH]c12
(4) CCOC(=O)c1c(CN(C)C)n(C)c2c(O)c(N=NC(N)=O)c3ccc(Br)cc3c12
(5) CC(C)CCOP(=O)(c1ccc(N(C)C)cc1)C(O)c1ccccc1 (configuration not stated)
entry no.	1	2	3	4	5
D1 agonist	2	2	6	3	4
Vif-A3F inh	-3%	0%	-6%	-2%	-8%
RXFP1 antagonist	-1	-34	-4	9	-6
GRP78 ERSR act	-3%	-1%	3%	-3%	-2%
D1 PAM	2	-1	-4	0	-2
D2 PAM	16	-5	3	-1	-4
Vif-A3G inh	2%	-3%	3%	0%	-3%
RXFP1 ag	-1.8%	0.6%	0.3%	3.4%	0.0%
D1 antagonist	-14	16	1	0	2

(6) Cc1ccccc1NC(=O)C(C)OC(=O)CCC(=O)N(CC(C)C)c1c(N)n(CC(C)C)c(=O)[nH]c1=O (configuration not stated)
(7) O=C(O)c1ccc(NC(=S)NC(=O)c2ccc3ccccc3c2)cc1
(8) Cc1cc(Cl)ccc1OCC(O)CNCCc1ccc(S(N)(=O)=O)cc1 (configuration not stated)
(9) CCOC(=O)c1ccc(N2CC3=C(C2=O)C(c2ccc(OC)cc2)NC(=O)N3C)cc1 (configuration not stated)
(10) O=C(NCc1ccccc1)C12CN(Cc3ccccc3)CC1C(c1ccc([N+](=O)[O-])cc1)=NO2 (configuration not stated)
entry no.	6	7	8	9	10
D1 agonist	-2	1	2	0	1
Vif-A3F inh	-18%	2%	6%	-4%	-3%
RXFP1 antagonist	15	-30	5	-7	nt
GRP78 ERSR act	-1%	?	0%	-3%	0%
D1 PAM	-1	1	-8	2	-2
D2 PAM	9	-8	nt	1	6
Vif-A3G inh	1%	2%	0%	1%	0%
RXFP1 ag	0.3%	-0.6%	-2.1%	-2.4%	4.3%
D1 antagonist	1	-17	-10	2	-4

(11) Cc1[nH]nc(N)c1N=Nc1ccc(Br)cc1
(12) CCc1ccc(NC(=O)C(=O)N/N=C(\C)CC(=O)NCc2ccc(Cl)cc2)cc1
(13) CCc1ccccc1N1CC(c2nc3ccccc3n2CC(C)C)CC1=O (configuration not stated)
(14) O=S(=O)(Nc1nc2ccccc2nc1N1CCc2ccccc2C1)c1ccc(Cl)cc1
(15) O=C(NCC1CCCCC1)c1cccc([N+](=O)[O-])c1
entry no.	11	12	13	14	15
D1 agonist	0	6	-1	7	2
Vif-A3F inh	nt	0%	-3%	-39%	1%
RXFP1 antagonist	nt	4	nt	-4	4
GRP78 ERSR act	nt	0%	-1%	7%	2%
D1 PAM	-12	-3	-2	1	-2
D2 PAM	-16	-5	-6	-13	-8
Vif-A3G inh	nt	2%	1%	-14%	0%
RXFP1 ag	4.1%	-0.3%	-2.0%	-0.4%	0.7%
D1 antagonist	-15	3	21	-13	11

(16) Cc1cccc(OCCCc2c(C)n[nH]c2C)c1
(17) COc1cc(CN(C)C(=O)C(=O)c2c[nH]c3ccccc23)ccc1O
(18) Cc1ccnc(OC(C(=O)O)C(OCc2ccccc2)(c2ccc(F)cc2)c2ccc(F)cc2)n1 (configuration not stated)
(19) O=C(c1cccc(F)c1)N1CCN(c2cc(N3CCCCC3)c(F)cc2[N+](=O)[O-])CC1
(20) NC(=O)CCCc1nc(-c2ccccc2)no1
entry no.	16	17	18	19	20
D1 agonist	2	nt	4	2	3
Vif-A3F inh	-8%	12%	6%	-5%	3%
RXFP1 antagonist	13	0	-5	0	-11
GRP78 ERSR act	0%	2%	1%	-2%	-7%
D1 PAM	-9	nt	0	-3	3
D2 PAM	11	nt	7	3	7
Vif-A3G inh	3%	0%	2%	0%	1%
RXFP1 ag	1.1%	nt	0.5%	2.0%	-0.3%
D1 antagonist	11	nt	-17	-6	10

(21) CC(C)CCNC(=O)c1cn(CC(C)C)c(=O)c2c1c1ccccc1n2C
(22) CCCCn1c(SCC(=O)NC2CCS(=O)(=O)C2)nnc1-c1ccc(OC)cc1 (configuration not stated)
(23) CCN(CC)S(=O)(=O)c1ccc(OC(C)C)c(NC(=O)c2c3c(nc4ccccc24)CCN(Cc2ccccc2)C3)c1
(24) CC1CN(Cc2nc3ccccc3c(=O)[nH]2)CC(C)O1 (configuration not stated)
(25) O=C1CSC(=S)N1N=Cc1ccc(OCc2ccccc2)cc1
entry no.	21	22	23	24	25
D1 agonist	-1	3	3	1	nt
Vif-A3F inh	-4%	1%	0%	-1%	-8%
RXFP1 antagonist	6	-4	nt	3	-6
GRP78 ERSR act	-4%	-1%	0%	1%	-5%
D1 PAM	-1	-4	6	-4	nt
D2 PAM	12	4	3	-1	nt
Vif-A3G inh	0%	-6%	-1%	0%	0%
RXFP1 ag	1.4%	-0.2%	11%	0.6%	nt
D1 antagonist	-3	-6	5	2	nt

(26) CC(=O)Nc1cccc(NC(=O)CSc2nc(=O)n(Cc3ccncc3)c3c2CCC3)c1
(27) COC(=O)COc1ccc(S(=O)(=O)N2CCCCCC2)cc1C
(28) C=CCn1c(SCC(=O)NC(=O)c2cccn2C)nc2ccccc2c1=O
(29) CCOc1ccc(OCC)c(NS(=O)(=O)c2cc(-c3cc(C)no3)ccc2C)c1
(30) Cc1ccc(NC(=O)c2ccccc2-c2ccccc2C(=O)O)cc1C
entry no.	26	27	28	29	30
D1 agonist	3	2	1	2	4
Vif-A3F inh	1%	9%	?	-2%	-26%
RXFP1 antagonist	-1	1	-16	-14	-3
GRP78 ERSR act	-2%	-5%	2%	-2%	3%
D1 PAM	-7	-8	-4	-2	-3
D2 PAM	nt	nt	11	nt	8
Vif-A3G inh	4%	1%	-4%	4%	-8%
RXFP1 ag	2.2%	-0.2%	5.1%	-2.0%	-0.5%
D1 antagonist	-13	-13	-15	-4	8

(31) O=C(C1=C(O)C(=O)N(CC2CCCO2)C1c1cccnc1)c1ccco1 (configuration not stated)
(32) CCOC(=O)c1cccc(NS(=O)(=O)c2cc(-c3cnc(C)o3)ccc2OC)c1
(33) Cc1nn(CC(O)c2ccccc2)c(C)c1Br (configuration not stated)
(34) O=C(Cn1nnc(-c2ccc(CN3CCOCC3)cc2)n1)N(c1ccccc1)c1ccccc1
(35) COc1ccc(-c2nnc(OCc3nc4ccccc4n3C)c3ccccc23)cc1
entry no.	31	32	33	34	35
D1 agonist	0	2	1	3	3
Vif-A3F inh	-9%	-7%	-7%	-1%	-4%
RXFP1 antagonist	13	nt	-4	0	2
GRP78 ERSR act	-2%	-1%	0%	1%	2%
D1 PAM	-2	0	-4	0	-2
D2 PAM	-10	-2	3	nt	1
Vif-A3G inh	-2%	-3%	3%	-5%	-8%
RXFP1 ag	?	5.1%	1.4%	-2.2%	0.4%
D1 antagonist	-30*	3	4	8	-3

(36) CCOC(=O)c1ccc(Nc2nc(N)c3cc(OC)c(OC)cc3n2)cc1
(37) COc1cccc(N2CCN(c3ccc4nnc(CCC(=O)Nc5cccc(C(C)=O)c5)n4n3)CC2)c1
(38) NC(=S)NN=C1CCCCCCCCCC1
(39) Cc1ccc(S(=O)(=O)N2CCCCC2)cc1NC(=O)c1ccc(=O)[nH]c1
(40) CCOC(=O)C1=C(C)Nc2ccccc2N=C1NC(=O)c1ccc(Cl)c(S(=O)(=O)N2CCCC2)c1
entry no.	36	37	38	39	40
D1 agonist	0&0	1	nt	nt	11
Vif-A3F inh	?	2%	2%	1%	-18%
RXFP1 antagonist	0&-8	-6	-4	5	-7
GRP78 ERSR act	-6%&-5%	-3%	-3%	-5%	-4%
D1 PAM	-4&-2	-4	nt	nt	3
D2 PAM	5&5	-5	nt	nt	2
Vif-A3G inh	-19%&-2%	-7%	-8%	-3%	-8%
RXFP1 ag	1.0%&0.2%	13%	nt	nt	4.6%
D1 antagonist	-23&5	3	nt	nt	7

Compounds listed so far containing a COOH group:
(7) O=C(O)c1ccc(NC(=S)NC(=O)c2ccc3ccccc3c2)cc1
(18) Cc1ccnc(OC(C(=O)O)C(OCc2ccccc2)(c2ccc(F)cc2)c2ccc(F)cc2)n1 (configuration not stated)
(30) Cc1ccc(NC(=O)c2ccccc2-c2ccccc2C(=O)O)cc1C
entry no.	7	18	30
D1 agonist	1	4	4
Vif-A3F inh	2%	6%	-26%
RXFP1 antagonist	-30	-5	-3
GRP78 ERSR act	?	1%	3%
D1 PAM	1	0	-3
D2 PAM	-8	7	8
Vif-A3G inh	2%	2%	-8%
RXFP1 ag	-0.6%	0.5%	-0.5%
D1 antagonist	-17	-17	8

Continued:
(41) Cc1cc(/C=C(\C#N)C(=O)NCc2ccco2)c(C)[nH]1
(42) CCOc1ccc(CNC(=O)c2ccc3c(c2)N(CC)CCS3)cc1
(43) COc1ccc(C)cc1NC(=O)c1ccc(CN2CCN(c3ccccc3)CC2)cc1
(44) COc1ccc(S(=O)(=O)N2CCCCC2)cc1NS(=O)(=O)c1cc(Cl)ccc1Cl
(45) CCOC(=O)N1CCN(C(=O)CSCC(=O)Nc2nc(-c3ccc(-c4ccccc4)cc3)cs2)CC1
(46) CNc1ncnc2c1cnn2-c1ccc(C)c(C)c1
entry no.	41	42	43	44	45	46
D1 agonist	0	3&0	2	3	15	-1
Vif-A3F inh	0%	-13%	-3%	-15%	-14%	-5%
RXFP1 antagonist	-16	4&-5	1	6	-11	1
GRP78 ERSR act	6%	1%	16%	-2%	0%	1%
D1 PAM	-1	-7&-3	-3	5	-6	-1
D2 PAM	2	-17&-4	-24	1	12	-2
Vif-A3G inh	1%	-2%	-11%	2%	-13%	-15%
RXFP1 ag	0.8%	18%&16%	0.3%	-0.3%	0.4%	4.3%
D1 antagonist	12	13&-4	-1	-5	0	-20

This is a subset; the hit share may differ from the screen's.
